Assay outcomes deposited in PubChem by National Center for Advancing Translational Sciences (NCATS).
GoLoco inh red – RGS12 GoLoco-Gai1 interaction inhibition; P63096; Potency, µM (series often up to 61.6 µM), for the others: at the highest dose activity, negative = inhibition, most hits filed as inhibitors; 230,000 tested, 0.44% active; Gai1:RGS12 GoLoco peptide FP, rhodamine, 10 min; AID 880; active = well fitted inhibition curve with a large enough effect, not every such curve was filed as active; inactive = no such curve, though single readings can be large or run the other way; also: % is scaled to controls: 0 for no effect and ±100 for the full control effect; nearly all actives have a fitted effect of over 30% in size; many of its hits are not listed in these tables
Target sequence (P63096 whole entry, looked up): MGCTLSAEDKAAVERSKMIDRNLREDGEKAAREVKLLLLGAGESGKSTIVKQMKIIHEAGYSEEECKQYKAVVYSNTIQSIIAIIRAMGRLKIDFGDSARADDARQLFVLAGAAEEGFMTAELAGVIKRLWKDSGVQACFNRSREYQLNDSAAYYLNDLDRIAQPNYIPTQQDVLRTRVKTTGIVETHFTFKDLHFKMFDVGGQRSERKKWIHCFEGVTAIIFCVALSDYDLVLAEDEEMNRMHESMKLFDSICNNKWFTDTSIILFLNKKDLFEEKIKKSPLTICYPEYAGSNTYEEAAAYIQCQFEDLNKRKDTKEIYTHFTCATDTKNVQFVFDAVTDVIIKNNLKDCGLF
Lamin A splicing – LMNA splicing modulation; AID 1487; HeLa LMNA splicing GFP/RFP minigene ratio, 48 h; 200,000 tested, 0.01% active; Potency, µM (top dose mostly 46.1 µM), inactives show at the top dose ratio change, negative = inhibition, hits mostly inhibitors; active = well fitted inhibition curve with a large enough effect in the signal ratio, with a control signal flat, not every such curve was filed as active; inconclusive = small, poorly fitted or top-dose-only effect, or effect the other way, or a change in a side signal; the % refers to the signal ratio; also: % is scaled to controls: 0 for no effect and ±100 for the full control effect
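S3 HeLa stable clones carrying a lamin A-EGFP splicing minigene plus DsRed2 were seeded at 600 cells/well in Opti-MEM with 2% FBS, pin-dosed and incubated 48 h at 37°C. Acumen cytometry (488 nm) gave the GFP/RFP total-intensity ratio.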
SMN2 splice up – SMN2 splice variant enhancement; 210,000 tested, 2.8% active; HEK293 SMN2-luciferase splicing reporter, luminescence, 30-36 h; Potency, µM (doses to about 46.1 µM), for inactives: at the top dose activity change, positive = activation, most hits filed as activators; also: % of control where 0% means no effect; nearly all actives have a fitted effect of over 55% in size
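HEK293 cells carry an SMN2 […]–luciferase reporter in which exon 7 inclusion puts luciferase in frame. Cells were plated 10-12 h before compound addition, then incubated 30-36 h at 37C. ONE-Glo luminescence was read; sodium butyrate at 4.5 mM final served as control.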
JMJD2E inh – blocks human JMJD2E demethylase activity. 230,000 tested, 1.6% active. B2RXH2. JMJD2E catalytic domain, FDH-coupled NADH fluorescence (FDH is formaldehyde dehydrogenase). Potency, µM (titrated, usually from 57.1 µM), for the others: at the top dose activity change, negative = inhibition, actives largely listed as inhibitors; active = well fitted inhibition curve with a large enough effect, not every such curve was filed as active; inconclusive = small, poorly fitted or top-dose-only effect, or another doubt; inactive = no such curve, though single readings can be large or run the other way;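 also: 0% = wells with enzyme and -100% = buffer wells without enzyme; nearly all actives have a fitted effect of over 50% in size; many of its hits are not listed in these tables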
TRb-SRC2 inh – TRbeta-SRC2 interaction inhibition. Potency, µM (titrated, usually from 106 µM), for inactives: at the top dose activity change, negative = inhibition, hits mostly inhibitors. P10828. TRbeta-SRC2 peptide binding, fluorescence polarization; receptor liganded with 1 µM T3. AID 1469. 280,000 tested, 0.065% active;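 also: plate controls were bound peptide for no effect and peptide without receptor for full effect; nearly all actives have a fitted effect of over 50% in size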
Target sequence (P10828 whole entry, looked up): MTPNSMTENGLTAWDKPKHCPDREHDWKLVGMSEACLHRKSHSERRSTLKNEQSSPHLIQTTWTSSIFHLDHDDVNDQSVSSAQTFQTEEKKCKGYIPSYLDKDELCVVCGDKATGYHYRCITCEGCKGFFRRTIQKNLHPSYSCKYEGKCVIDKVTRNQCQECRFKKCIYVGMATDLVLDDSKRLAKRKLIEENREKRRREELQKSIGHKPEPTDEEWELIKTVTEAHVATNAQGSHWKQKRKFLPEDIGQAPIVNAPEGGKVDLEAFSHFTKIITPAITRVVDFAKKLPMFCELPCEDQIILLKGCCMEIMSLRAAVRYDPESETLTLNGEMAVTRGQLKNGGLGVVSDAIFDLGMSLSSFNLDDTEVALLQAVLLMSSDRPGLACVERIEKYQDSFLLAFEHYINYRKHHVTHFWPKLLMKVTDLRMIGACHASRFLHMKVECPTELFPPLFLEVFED
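Decrease in fluorescence polarization of 20 nM Texas Red SRC2 coactivator peptide flagged inhibition of its binding to 0.6 uM TRb LBD; 1 uM T3 included, incubation 5 hr, ex 555/em 632 nm.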
TR SRC2 fluor cs – Texas Red fluorescence interference in TRb-SRC2 counter-screen; TRb/SRC2 Texas Red total fluorescence interference; Potency, µM (highest dose often 106 µM), for the others: top-dose fluorescence change, negative = quenching; 280,000 tested, 0.29% active; active = well fitted curve in either direction with a large enough effect; inconclusive = small, poorly fitted or top-dose-only effect; also: % is scaled to controls: 0 for no effect and ±100 for the full control effect
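Human TRb ligand-binding domain at 0.6 uM with 20 nM Texas Red SRC2 peptide in Tris buffer containing 1 uM T3 and 5% DMSO, incubated with compound 5 h at ambient temperature. Total fluorescence (555/632 nm) calculated as parallel + 2 × perpendicular.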
RECQ1 helicase – RECQ1 (human) helicase inhibition; RECQ1 DNA unwinding, red fluorescence kinetic read; 240,000 tested, 0.54% active; AID 2549; Potency, µM (series often up to 57.3 µM), for inactives: top-dose activity, negative = inhibition, hits mostly inhibitors; P46063;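 also: plate controls were vehicle for no effect and no enzyme for full effect; nearly all actives have a fitted effect of over 30% in size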
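50 nM RECQ1T1 preincubated 15 min with compound in Tris pH 8.0 buffer with MgCl2, DTT, Tween-20 and 2.5 ug/ml poly(dI-dC); started with 200 nM TAMRA/BHQ-2 forked duplex and 2 mM ATP. Unwinding read as fluorescence (525/598 nm), two reads 2 h apart.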
ALDH1A1 block – blocks purified human ALDH1A1 activity; P00352; Purified ALDH1A1, NADH fluorescence, propionaldehyde substrate; Potency, µM (highest dose often 75.3 µM), inactives show top-dose activity, negative = inhibition, most hits filed as inhibitors; 220,000 tested, 7.3% active; active = well fitted inhibition curve with a large enough effect, not every such curve was filed as active; inconclusive = small, poorly fitted or top-dose-only effect, or another doubt; inactive = no such curve, though single readings can be large or run the other way;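 also: plate controls were no enzyme wells and a reference inhibitor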
* hit, by the source's call; i = inactive; ? = inconclusive; / = not tested or not shown; & = joins results of further samples; [ ] = dose if it differs, or a comment. Unless noted, calls follow the shape of the dose curve; as a rule, active = well fitted curve in the direction sought with a large enough effect; inconclusive = small, poorly fitted or top-dose-only effect, or another doubt; inactive = no such curve, though single readings can be large; an effect the other way counts as inactive or inconclusive. Potency is read from the fitted curve at half-maximal effect. This is a subset; count on the stated rates, not on these rows.

| structure | TRb-SRC2 inh | GoLoco inh red | RECQ1 helicase | SMN2 splice up | ALDH1A1 block | JMJD2E inh | TR SRC2 fluor cs | Lamin A splicing |
| --- | --- | --- | --- | --- | --- | --- | --- | --- |
| COc1ccc(C(=O)N2CCC3(CC2)CN(c2cccc(-c4ccccc4)c2)C3)cc1 | / | 12% | -12% | -54%[inhibitor] | ? | / | / | / |
| COc1ccc(C2CC(=O)C(C=NCCN3CCN(C(=S)Nc4ccccc4)CC3)=C(O)C2)cc1 (stereo not given) | -11% | -9% | -6% | / | / | -5% | -6% | / |
| Cc1cc(=O)n2nc(N3CCCC(C(=O)N4CCN(C)CC4)C3)sc2n1 (stereo not given) | 3% | 0% | i | 4% | -1% | 0% | -4% | -18% |
| CC(C)(C)S(=O)(=O)c1cnc2c(S(=O)(=O)c3ccccc3)cnn2c1N | 0% | 2% | -4% | -21% | ? | ? | -2% | 13%[9.22 µM] |
| CCOc1c(Cl)cc(C(=O)Nc2cccc(C(=O)O)c2)cc1Cl | -6% | 7% | i | / | 12% | 12% | -1% | 17%[46 µM] |
| COc1cc(CNCCCN2CCOCC2)c(Br)cc1OCC(=O)Nc1ccccc1C | -4% | 18% | i | -34%[inhibitor] | ? | -6% | -1% | / |
| O=C(Nc1cccnc1)c1cc(-c2ccc(Cl)cc2)on1 | -6%&-2% | 10% | -7% | 18%&0% | 8% | 0% | -1%&-14% | / |
| COc1ccc(S(=O)(=O)N2CCOC2CNC(=O)C(=O)NCc2cccnc2)cc1C (stereo not given) | 7% | 0% | -2% | / | / | 4% | 0% | / |
| Cc1cc(C(=O)NCCCn2ccnc2)sc1-c1ccccc1 | -21% | -4% | -3% | -8% | ? | ? | -1% | ? |
| CC(C)[C@H](NC(=O)c1ccccc1)C(=O)OCC(=O)N1CCCc2ccccc21 | 0% | -13% | 3% | -15% | -4% | -2% | -1% | 4% |
| Cc1c([N+](=O)[O-])c([N+](=O)[O-])nn1CC(=O)N1CCCCC1 | 2% | -6% | -13% | 8% | 17% | 3% | 0% | 7% |
| COc1ccc(OC)c(NC(=O)c2ccccc2SC)c1 | -3% | -2% | -7% | -52%[inhibitor] | ? | 6% | -3% | -1% |
| CCOc1cccc(CN2CCN(Cc3ccc(C)o3)C(CCO)C2)c1O (stereo not given) | 2%[53 µM] | 7% | -12% | / | ? | -6% | -1%[53 µM] | 5%[46 µM] |
| COc1ccc(C(=O)Nc2cc3c(cc2C#N)OCO3)cc1S(=O)(=O)N1CCN(C)CC1 | 2% | 7% | 13% | 0% | 2% | 4% | 1% | -8% |
| CC1=CC(C)(C)C(C(=O)O)C(C(=O)O)C1 (stereo not given) | -17% | -3% | -4% | 7% | -9% | 0% | -2% | -1% |
| COc1ccc(C(=O)NC2CCCCCC2)cc1S(=O)(=O)Nc1ccc(Br)cc1 | -1% | -12% | 9% | 7% | 11% | -16% | 4% | 9% |
| COc1cccc(CN(Cc2cccnc2)S(=O)(=O)c2ccc(-n3cnnn3)c(C)c2)c1OC | -6% | -7% | -12% | 3% | ? | 4% | -3% | 8% |
| COC(=O)c1ccccc1NC(=O)c1ccc(COc2ccc(C)c(C)c2)o1 | -1% | 12% | ? | -10% | -11% | ? | 2% | 23% |
| Cc1ccc(OCCSc2nnc(-c3ccncc3)n2C)cc1 | 7% | 11% | -16% | -19% | 1% | -3% | 3% | -2% |
| CCOC(=O)Cc1csc(NC(=O)Cc2ccc(Br)cc2)n1 | 0% | 1% | -4% | / | / | -26% | -4% | / |
| CC1(C)CC(=O)C=C(NCc2cccc(C(F)(F)F)c2)C1 | -2% | 1% | i | / | / | 3% | -3% | / |
| Cc1nnnn1CC(=O)Nc1cccc([N+](=O)[O-])c1 | -3% | 0% | 16% | 0% | 2% | 9% | -3% | / |
| Cc1ccc(CNC(=O)N[C@@H](Cc2ccccc2)C(=O)O)cc1 | 7% | -2% | -15% | 10% | -4% | 5% | -3% | 2% |
| Cc1ccccc1-c1ccc2ncnc(N3CCN(C)CC3)c2c1 | / | 3% | -12% | / | ? | / | / | ? |
| Nc1c(-c2ccccc2)nc(Cl)nc1-c1ccccc1 | 0% | -3% | 3% | -46%[inhibitor] | ? | ? | -4% | ? |
| Fc1cccc(-c2oncc2-c2nnnn2-c2ccc(Cl)cc2)c1 | 0% | 3% | -1% | 21% | 1% | -1% | -2% | -3% |
| O=C(COC(=O)c1ccc(Br)o1)Nc1nc2c(F)c(F)c(F)cc2s1 | 9% | 110%[activator] | i | / | 22µM* | 7% | -19% | -4%[46 µM] |
| O=C(N/N=C/C1C(c2ccccc2)C1(Cl)Cl)c1cccc(Cl)c1 (stereo not given) | 0% | 8% | -3% | -7% | 7.1µM* | -3% | 9% | -10% |
| O=C(Nc1nnc(CSCc2ccc(F)cc2)s1)c1ccc([N+](=O)[O-])cc1 | 3% | 15% | -1% | -55%[inhibitor] | ? | -4% | -1% | ? |
| COC(=O)c1cn(C)c2ccc(S(=O)(=O)N3CCCC3)cc2c1=O | -4% | -8% | ? | ? | ? | -27% | -4% | ? |
| COc1cccc(Nc2nc3ccccc3n3nnnc23)c1 | -8% | 13% | i | 26% | -12% | ? | -5% | 5% |
| C/C(=N\Nc1cc(Cl)nc(C)n1)c1ccccc1 | -8% | 2% | -2% | 31% | 3% | 12% | -3% | 3%[0.0737 µM] |
| CC1=NN(c2ccc(C)cc2)C(=O)/C1=C\c1ccc(Br)s1 | 0% | -16% | -7% | 7%[1.84 µM] | 2% | -5% | -1% | -4% |
| Cn1c(=O)[nH]c(=O)c2cc(C(=O)c3cc(F)ccc3O)cnc21 | 4% | 16% | i | 2% | 8% | ? | -2% | 0%[46 µM] |
| CC(=O)N1CCOCCOCCN(C(C)=O)CCOCCOCC1 | -4% | 3% | 21% | 3% | 7% | -10% | -3% | / |
| Cc1cccc(NC(=S)N(CCN(C)C)Cc2cc3cccc(C)c3[nH]c2=O)c1 | 2% | 2% | -2% | -11% | 1% | -7% | -14% | -4% |
| COc1cc(/C=C/C(=O)OCC(=O)c2c(N)n(C)c(=O)n(C)c2=O)ccc1OC(F)F | 1% | 6% | i | -12% | -14% | ? | -3% | -6%[46 µM] |
| O=C(/C=C/c1cccnc1)/C=C/c1cccnc1 | 1% | -27% | -14% | / | / | ? | 0% | / |
| CCN(CC)c1nc2ccccc2nc1C(C#N)C(=O)NCCCOC (stereo not given) | 6% | 23% | -3% | 23% | ? | ? | -1% | 17% |
| COc1ccc(C(=S)Nc2ccccc2)cc1 | -3% | -2% | i | -13% | -3% | -3% | 0% | -3% |
| CCOc1ccccc1C(=O)Nc1cc(C(=O)NCC(C)C)ccc1Cl | 2% | 7% | -5% | / | 10% | ? | -5% | 1%[46 µM] |
| COC(=O)C1CCN(C2=C(NS(=O)(=O)c3ccc(Cl)cc3)C(=O)c3ccccc3C2=O)CC1 | -1% | -2% | -13% | / | / | -8% | 2% | / |
| Cc1ccc(-n2c(C)cc(C)c(C#N)c2=O)cc1Cl | -3% | 1% | i | -10% | 2% | -27% | 2% | -3% |
| Cc1cc(=O)[nH]c(-n2nc(C)cc2C)n1 | -6% | -8% | i | -38%[inhibitor] | 10% | -10% | 1% | ? |
| Cc1ccc(-n2nc(C)c3c2NC2=C(C(=O)CC(C)(C)C2)C3c2ccccc2OCC(=O)O)cc1 (stereo not given) | 6% | 2% | 0% | 11% | ? | ? | -1% | -12%[46 µM] |
| COCCNC(=O)CCCn1c(=O)c2cc(OC)c(OC)cc2n(CC(=O)c2cccc(OC)c2)c1=O | 9% | -3% | -14% | 0% | -11% | 4% | -2% | / |
| CC(=O)COc1ncn(-c2ccccc2)n1 | -1% | 1% | -3% | 0% | 4% | -4% | 1% | 2% |
| CCNc1ccc(C2(O)C(=O)c3ccccc3C2=O)cc1 | 0% | 0% | i | -20% | -1% | -4% | -1% | 8% |
| O=C(c1cccnc1)N1C2C=CC(C2)C1(C(F)(F)F)C(F)(F)F (stereo not given) | -10% | 1% | -2% | -6% | 7% | 3% | -2% | 5% |
| O=C(CSc1nc2ccccc2n1CC(=O)N1CCCC1)Nc1ccc2c(c1)OCO2 | 3% | -12% | -13% | 0% | ? | 10% | -2% | -1% |
| COc1ccc(N(C(C)C(=O)N/N=C(\C)C(C)(C)C)S(C)(=O)=O)cc1 (stereo not given) | -1% | -2% | 0% | -3% | 5% | 41%[activator] | -1% | ? |
| COc1cc([N+](=O)[O-])ccc1N/C=C/C(=O)c1cccs1 | -3% | 42%[activator] | -12% | 1.6µM* | ? | -5% | -4% | ? |
| COc1ccccc1-c1nc(NCc2cnc(C)cn2)c2ccccc2n1 | 6% | -23% | -5% | ? | ? | ? | 1% | -11% |
| CS(=O)(=O)NCCNc1ccc(C(F)(F)F)cc1[N+](=O)[O-] | 1% | 11% | -6% | 2% | 11% | -8% | 0% | / |
| O=C(NCCc1ccccc1F)/C(=C/c1cccnc1)NC(=O)c1ccccc1 | 4% | 1% | -2% | -18%[1.84 µM] | -12% | -9% | 2% | -20% |
| Cc1ccc(C(C)C)c(OCC(=O)N2CCOCC2)c1 | -1% | 11% | 6% | 35% | 13% | 0% | 2% | 3% |
| O=C(CSc1nnc(Cn2c(=O)sc3ccccc32)n1-c1ccccc1)N1CCCCCC1 | 3% | 9% | -4% | 3% | ? | -1% | -5% | 3% |
| CC1(C)CC(=O)C2=C(C1)NC(=O)CC2c1cccc(F)c1 (stereo not given) | -6% | -8% | -2% | -10% | -1% | -9% | -3% | -7% |
| COc1ccc(C2CC(c3cccs3)=NN2C(=S)Nc2ccccc2)cc1OC (stereo not given) | -8% | 2% | -8% | -8% | 2% | -12% | -3% | -11% |
